# BCR signal inh: qHTS Assay to Find Inhibitors of Chronic Active B-Cell Receptor Signaling; hit rate 0.05% among 340,000; AID 493014, 2011; Potency, µM (top dose mostly 46.1 µM), inactives show at the highest dose ratio change, negative = lower green/red ratio, most hits filed as inhibitors; ABC-DLBCL IkBa-CBG/CBR reporter, luminescence ratio, 4 h; active = well fitted inhibition curve with a large enough effect in the signal ratio, with a control signal flat, not every such curve was filed as active; inconclusive = small, poorly fitted or top-dose-only effect, or effect the other way, or a change in a side signal; the % refers to the signal ratio;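 note: potency is the fitted concentration of half-maximal effect; plate controls were basal doxycycline-induced cells for no effect and cells given 10 µM MG132 for full effect; MG132 reads +100%, hits lower the ratio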
#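 TMD8 ABC-DLBCL cells carrying doxycycline-inducible green luciferase fused to IkappaBalpha plus unfused red luciferase were exposed to compounds (up to 46 uM) for 4 hrs at 37C. Activity came from the overlap-corrected green/red luminescence ratio.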
# TSHR antagonist: Antagonists of the Thyroid Stimulating Hormone Receptor: HTS campaign; Thyrotropin receptor (Homo sapiens), P16473; TSHR-expressing cells, TSH-stimulated cAMP HTRF, 2 h; active compounds read low; activity change, negative = inhibition, % at 11.5 µM; hit rate 0.2% among 330,000; AID 504810, 2011;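 active = activity change below a set negative limit, meaning inhibition stronger than a set level, cut at about -70% in these data; inconclusive = activity change between two set negative limits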; note: % is set by controls: 0 for no effect and ±100 for the full control effect
#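 TSHR-expressing cells were treated with compounds, then stimulated with TSH at EC80 (4nM final) for 2 hours at 37 deg C. Cellular cAMP was measured by HTRF competition between lysate cAMP and cAMP-d2 for a cryptate-labelled anti-cAMP antibody.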
# Mito fusion yeast: qHTS Assay for Small Molecule Inhibitors of Mitochondrial Division or Activators of Mitochondrial Fusion. S. cerevisiae fusion-defective mutant growth rescue, CellTiterGlo 48 h. Potency, µM (top dose mostly 46.1 µM), for inactives: top-dose growth rescue (activation), hits mostly activators. hit rate 0.23% among 320,000;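 note: potency is the fitted concentration of half-maximal effect; % of control where 0% means no effect; nearly all actives have a fitted effect of over 45% in size; temperature-sensitive fusion mutants such as fzo1-1 at 37 °C on non-fermentable ethanol glycerol medium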
#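 Luminescent cell viability in 1536-well qHTS format served as the measure of rescued growth in ts fusion-mutant S. cerevisiae cultured on non-fermentable YPEG for 48 hours at 37C.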
# PKM2 activator: qHTS Assay for Activators of Human Muscle isoform 2 Pyruvate Kinase. purified PKM2, Kinase-Glo ATP luminescence, activation; response scale: 0% is enzyme alone, no compound. Potency, µM (highest dose often 57.5 µM), for the others: top-dose activation, hits mostly activators. hit rate 0.34% among 260,000. AID 1631, 2009; note: potency is the fitted concentration of half-maximal effect; % is set by controls: 0 for no effect and ±100 for the full control effect; nearly all actives have a fitted effect of over 55% in size
#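 Purified hPK-M2 (>95% pure) converted ADP (0.1 mM final) to ATP with 0.5 mM PEP in 50 mM imidazole pH7.2, KCl, MgCl2, Tween 20, BSA; 1 h at room temperature. ATP detected by Kinase-Glo luminescence.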
# S-ASM inh: Inhibitors of Secretory Acid Sphingomyelinase (S-ASM): qHTS; placental ASM, HMU-PC fluorogenic substrate, 60 min; Potency, µM (highest dose often 57.5 µM), for inactives: top-dose activity change, negative = inhibition, usual class: inhibitors; hit rate 0.006% among 340,000; note: potency is the fitted concentration of half-maximal effect
# Target sequence (P17405 47-631 limits assumed): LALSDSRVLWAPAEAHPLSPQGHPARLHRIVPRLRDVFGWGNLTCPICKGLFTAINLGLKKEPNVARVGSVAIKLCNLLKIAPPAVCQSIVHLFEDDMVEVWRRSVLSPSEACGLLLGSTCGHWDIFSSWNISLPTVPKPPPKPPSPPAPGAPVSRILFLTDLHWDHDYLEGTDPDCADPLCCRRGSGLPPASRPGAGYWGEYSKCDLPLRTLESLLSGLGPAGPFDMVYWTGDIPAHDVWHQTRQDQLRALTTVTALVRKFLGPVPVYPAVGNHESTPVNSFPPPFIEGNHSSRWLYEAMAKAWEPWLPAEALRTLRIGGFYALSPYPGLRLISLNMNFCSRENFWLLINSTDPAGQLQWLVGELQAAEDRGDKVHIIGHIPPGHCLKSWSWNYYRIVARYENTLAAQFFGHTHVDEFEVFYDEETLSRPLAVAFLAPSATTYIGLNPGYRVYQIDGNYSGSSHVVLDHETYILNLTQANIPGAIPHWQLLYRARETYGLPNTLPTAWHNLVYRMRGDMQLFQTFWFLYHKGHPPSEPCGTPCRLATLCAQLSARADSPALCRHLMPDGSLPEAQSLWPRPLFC
#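 qHTS format. ASM enzyme prepared from human placenta hydrolyses the fluorogenic substrate HMU-PC0 (9 uM final) over 60 min at 37 °C after a 10 min compound preincubation.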
# KCNH2 WT inh: qHTS for Inhibitors of KCHN2 3.1: Wildtype qHTS; U2OS, BacMam KCNH2, thallium flux FluxOr; active compounds read low; Voltage-gated inwardly rectifying potassium channel KCNH2 (Homo sapiens), Q12809; activity change, % at 1.84 µM; hit rate 0.37% among 340,000;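 active = maximum activity change below -70%; inconclusive = maximum activity change between -70% and -50%; inactive = maximum activity change above -50%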; note: % is set by controls: 0 for no effect and ±100 for the full control effect
#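 U2OS cells were transduced with wild-type KCNH2 virus (2.03 x 10^8 / mL) for 4 h at room temperature, then cultured overnight at 37 C. Thallium flux was read with FluxOr dye. Rate constants were normalized to DMSO controls.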
# USP2a block: qHTS Assay for Inhibitors of Ubiquitin-specific Protease USP2a Using CHOP2 as the Reporter; Ubiquitin carboxyl-terminal hydrolase 2 (Homo sapiens), O75604; USP2 core, Ub-CHOP2 coupled fluorogenic reporter, 485/531; Potency, µM (series often up to 38.3 µM), inactives show top-dose activity change, negative = inhibition, most hits filed as inhibitors; hit rate 0.01% among 330,000; AID 463254, 2010;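 note: potency is the fitted concentration of half-maximal effect; plate controls were DMSO wells for no effect and full inhibition by NEM control for full effect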
#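 Deubiquitinase activity read as fluorescence (485/531 nm) after Ub-CHOP2 cleavage activates the enterokinase reporter on its substrate; USP2 core 10nM, Ub-CHOP2 and substrate 25nM each, 30min compound preincubation then 60min RT; data normalized to NEM, curves fitted.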
# MBNL1-CUG inh: qHTS Assay for Inhibitors of MBNL1-poly(CUG) RNA binding. AID 2675, 2010. Potency, µM (series often up to 57.5 µM), for inactives: at the highest dose activity change, negative = inhibition, hits mostly inhibitors. hit rate 0.036% among 280,000. TR-FRET MBNL1-His/biotin-(CUG)12 binding, 665/545 ratio. Muscleblind-like protein 1 (Homo sapiens), Q9NR56; active = well fitted inhibition curve with a large enough effect in the signal ratio, with a control signal flat, not every such curve was filed as active; inconclusive = small, poorly fitted or top-dose-only effect, or effect the other way, or a change in a side signal; inactive = no such curve, though single readings can be large or run the other way; the % refers to the signal ratio; note: potency is the fitted concentration of half-maximal effect; % is set by controls: 0 for no effect and ±100 for the full control effect
#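 MBNL1-His + Biotin-(CUG)12, cpd titration 92 nM–58 uM; Tb anti-His Ab 0.055 ng/ul, SA-XL665 5 nM (final); 60 min RT; ratiometric 665/545 nm, Ex 340 nm; normalized to buffer and full-complex controls.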
# Eya2 inh: qHTS Assay for Inhibitors of the Phosphatase Activity of Eya2. hit rate 0.006% among 330,000. AID 488837, 2010. Potency, µM (top dose mostly 76.9 µM), inactives show at the top dose activity, negative = inhibition, actives largely listed as inhibitors. recombinant Eya2, OMFP fluorescence dephosphorylation (OMFP is methylfluorescein phosphate); note: potency is the fitted concentration of half-maximal effect; % is set by controls: 0 for no effect and ±100 for the full control effect
#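 Eya2 protein (added as 0.2 uM solution) was preincubated with compound for 10 min at ambient temperature in 50 mM HEPES pH 7.5, 50 mM NaCl, 5 uM MgCl2, 0.05% BSA, 1 mM DTT. OMFP (added at 50 uM) then reacted 10 min; fluorescence read at 485/525 nm.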
# Menin MLL FP TR: qHTS Assay for Inhibitors Targeting the Menin-MLL Interaction in MLL Related Leukemias: Competition With Texas Red Labeled MLL-derived Mutant Peptide | hit rate 0.23% among 270,000 | O00255 | Potency, µM (titrated, usually from 61.6 µM), inactives show at the top dose FP activity change, negative = inhibition, hits mostly inhibitors | AID 1768, 2009 | Menin + Texas Red MLL mutant peptide, fluorescence polarization; active = well fitted inhibition curve with a large enough effect in the polarisation, with a control signal flat, not every such curve was filed as active; inconclusive = small, poorly fitted or top-dose-only effect, or effect the other way, or a change in a side signal; inactive = no such curve, though single readings can be large or run the other way; the % refers to the polarisation; note: potency is the fitted concentration of half-maximal effect; % of control where 0% means no effect; many of its hits are not listed in these tables
# GALK inhibitor: qHTS Assay for Inhibitors of Human Galactokinase (GALK); P51570; Purified GALK, Kinase-Glo residual ATP luminescence; Potency, µM (top dose mostly 57.5 µM), for inactives: top-dose activity change, negative = inhibition, hits mostly inhibitors; hit rate 0.007% among 270,000; note: potency is the fitted concentration of half-maximal effect; % is set by controls: 0 for no effect and ±100 for the full control effect
# Target sequence (P51570 whole entry, looked up): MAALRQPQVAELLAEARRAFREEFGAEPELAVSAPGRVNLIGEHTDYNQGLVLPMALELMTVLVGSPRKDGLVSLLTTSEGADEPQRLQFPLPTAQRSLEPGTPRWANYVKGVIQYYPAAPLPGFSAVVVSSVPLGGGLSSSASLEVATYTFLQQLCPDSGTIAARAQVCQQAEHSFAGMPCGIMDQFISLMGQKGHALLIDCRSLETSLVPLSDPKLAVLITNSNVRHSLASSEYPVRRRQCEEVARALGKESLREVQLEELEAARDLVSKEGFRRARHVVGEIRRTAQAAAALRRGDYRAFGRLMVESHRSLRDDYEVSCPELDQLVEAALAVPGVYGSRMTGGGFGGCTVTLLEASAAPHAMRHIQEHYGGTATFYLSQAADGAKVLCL
#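 The enzyme phosphorylates galactose (100 uM) using ATP (35 uM); inhibition is detected as higher residual ATP, quantified by bioluminescence after 1 h reaction at room temperature, pH 8.0.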
# The depositor's hits bear a star; ? = inconclusive; . = no result given; [ ] = dose if it differs, or a comment. Unless noted, calls come from the whole dose curve; as a rule, active = well fitted curve in the direction sought with a large enough effect; inconclusive = small, poorly fitted or top-dose-only effect, or another doubt; inactive = no such curve, though single readings can be large; an effect the other way counts as inactive or inconclusive. These rows are one share of the data; the hit share may differ from the screen's.
SMILES,BCR signal inh,TSHR antagonist,Mito fusion yeast,PKM2 activator,S-ASM inh,KCNH2 WT inh,USP2a block,MBNL1-CUG inh,Eya2 inh,Menin MLL FP TR,GALK inhibitor
COc1cc(OC)c(NC(=O)CCNS(=O)(=O)c2ccc3c(c2)CC(C)N3C(C)=O)cc1Cl (stereo not drawn),-2%,12,1%,-2%[0.46 µM],2%,-3,1%,0%,-9%,5%,-2%
Cc1cc(/C=C(\C#N)C(=O)NC2CC2)c(C)[nH]1,?,16,3%,-17%,0%,-1,-3%,.,0%,0%,1%
COc1cc(C2CC(=O)c3cnc(NC(C)=O)nc3C2)cc(OC)c1OC (stereo not drawn),-10%,-10,0%,-3%,5%,-4,3%,6%,4%,10%,0%
CC(OC(=O)c1ccc2c(=O)n3c(nc2c1)CCC3)C(=O)NC1CCCCC1C (stereo not drawn),2%,2,4%,-1%,41%[activator],-7,7%,12%,-2%,-25%,6%
C/C(=N\OCC(=O)OCC(=O)NC(=O)c1ccc(OC(F)F)cc1)c1ccc2c(c1)OCO2,-1%,8,-1%,.,-7%,5,0%,.,-10%,.,.
COc1cccc(N=c2oc3ccccc3cc2-c2nc3ccccc3[nH]2)c1,?,12,2%,-17%,9%,-4,0%,?,-2%,-9%,1%
Cc1ccc(NCN2C(=O)C(=O)c3ccccc32)nc1,?,18,-21%,13%,-2%,-3,0%,-6%,-1%,-6%,0%
C=CCc1cc(/C=C2/NC(=O)N(CC)C2=O)cc(OCC)c1OCc1ccc(C(=O)O)cc1,?,-16,0%,-6%,11%,-15,0%,34%[activator],4%,6%,2%
COc1ccc(-c2nnn(CC(=O)N3CCN(c4ccccc4OC)CC3)n2)cc1OC,?,16,12%,7%,-2%,-1,1%,?,-5%,1%,0%
O=C1C(=O)N(CCN2CCOCC2)C(c2cccc(Cl)c2)/C1=C(/O)c1ccc2c(c1)OCO2 (stereo not drawn),1%,82,1%,-1%,-2%,-18,1%,58%[activator],8%,.,0%
Cc1ccc(S(=O)(=O)Nc2ccc3c(c2)nc(CN2CCCC2)n3C)cc1,24%,-4,1%,-4%,5%,-9,5%,-1%,-8%,-4%,0%
CCc1nnc(NC(=O)[C@@H](NC(=O)c2cccc(C)c2)C(C)C)s1,-4%,11,-1%,2%,8%,3,3%,-17%,-5%,-6%,0%
O=C(C1CCCCC1)N1CCC(c2nc3ccccc3[nH]2)CC1,?,9,3%,0%,0%,1,2%,-6%,1%,1%,1%
COc1ccc(-c2cnc(OC(C)(C)C)nc2OC(C)(C)C)cc1OC,-1%,-14,-1%,-4%,-1%,-3,2%,-1%,1%,-4%,-2%
CC(C)c1ccc(NS(=O)(=O)c2cn(C)c(=O)n(C)c2=O)cc1,0%,0,-23%,0%,7%,11,2%,3%,0%,12%,3%
COc1ccc(NC(=O)CN(C)C(=O)CN2C(=O)NC3(CCCC3)C2=O)cc1,0%,10,-4%,.,3%,-3,0%,.,20%,.,.
O=C(NNc1ccc(Cl)cc1)c1sccc1Cl,?,8,0%,2%,6%,-7,1%,-21%,?,.,.
CNc1ccc(/C=C(\C#N)C(=O)Nc2ccccn2)cc1[N+](=O)[O-],?,64,-1%,-7%,-16%,-7,1%,?,3%,?,1%
CC(C)C[C@@H]1NC(=O)N(CCCn2ccnc2)C1=O,11%,2,-1%,.,-1%,18,-1%,-3%,20%,9%,7%
O=c1c2c(n3nnnc3n1Cc1ccccc1)-c1ccccc1CC21CCCC1,2%,-18,17%,-4%,-2%,-1,-1%,-6%,4%,-6%,4%
COC(=O)[C@H](CC(C)C)NS(=O)(=O)c1ccccc1,-11%,6,-2%,-3%,1%,13,1%,-2%,-14%,-3%,.
COc1cc([C@H]2[C@@H]3CCCC[C@]3(O)CCN2Cc2ccccc2F)ccc1O,-1%,-2,-6%,17%,2%,-18,-3%,2%,10%,-5%,0%
CN(C)Cc1c(O)ccc2occ(C(=O)c3ccccc3)c12,.,.,-4%,-3%,-2%,3,.,1%,.,11%,10%
CCn1c(=O)c2c(nc3n2CCS3)n(C)c1=O,?,-3,2%,0%,-2%,-13,2%,1%,4%,6%,-5%
OCC[C@H]1C[C@@H](O)[C@H](O)[C@]2(Cc3ccccc3CCO2)O1,-4%,-1,-6%,.,3%,32,4%,.,-20%,.,.
SMILES,BCR signal inh,TSHR antagonist,Mito fusion yeast,PKM2 activator,S-ASM inh,KCNH2 WT inh,USP2a block,MBNL1-CUG inh,Eya2 inh,Menin MLL FP TR,GALK inhibitor
CCCOc1ncnc2c1[nH]c1ccccc12,-5%,-9,-3%,3%,0%,5,2%,8%,11%,8%,0%
O=C1NC(c2ccccc2)=C(c2ccccc2)C1=O,-1%,2,-11%,1%,1%,-10,2%,-6%[11.5 µM],-5%,0%,.
Cc1ccc(NC(=O)O/N=C/c2ccc(Br)cc2)cc1,-4%,-3,2%,-2%[11.5 µM],-2%,18,-1%,2%,-7%,-27%,-1%
COC(=O)C(C)Sc1nnc(Cc2cc(=O)[nH]c(=O)[nH]2)n1-c1cccc(OC)c1 (stereo not drawn),-1%,4,0%,-23%,6%,-2,3%,-3%,7%,1%[11.7 µM],4%
CC(C)(C)C(=O)Nc1nc2c(s1)COc1ccccc1-2,?,-15,11%,-19%,-3%,1,4%,22%,-33%,25%,-3%
COc1ccc(N2CCN(C(=O)CCCSc3nc4ccccc4[nH]3)CC2)cc1,?,3,-4%,5%,-3%,-7,0%,-8%,-25%,-2%,1%
Cc1ccc(C(CC(=O)O)NC(=O)c2ccc(S(=O)(=O)N3CCCC3)cc2)cc1 (stereo not drawn),3%,4,-3%,.,1%,-1,4%,.,10%,.,.
CCOc1ccc(CCNC(=O)COC(=O)c2cccc(N(C)C)c2)cc1OCC,-1%,9,17%,.,.,-2,-3%,.,-20%,.,.
COc1cc(C(=O)Nc2sc(C)c(C)c2C(=O)O)cc(OC)c1OC,-26%,27,2%,-9%,-6%,4,2%,-10%,2%,9%,5%
CN(C)/C=N/c1sc2c(c1C#N)CCC2,?,3,1%,10%,0%,3,2%,?,21%,3%,6%
CCCCN(CC)CCNC(=O)c1cc2c(=O)n(C)c3ccccc3c2s1,?,8,-3%,.,2%,2,1%,-11%,9%,-21%,.

# Four entries from above, ordered by the number in GALK inhibitor, falling:
Structure | GALK inhibitor
CN(C)/C=N/c1sc2c(c1C#N)CCC2 | 6%
COc1cc(C(=O)Nc2sc(C)c(C)c2C(=O)O)cc(OC)c1OC | 5%
CCCOc1ncnc2c1[nH]c1ccccc12 | 0%
Cc1ccc(NC(=O)O/N=C/c2ccc(Br)cc2)cc1 | -1%

# Screening results deposited in PubChem by National Center for Advancing Translational Sciences (NCATS).
